High-throughput results: PubChem, National Center for Advancing Translational Sciences (NCATS)
HEK293 viab = reduces viability of HEK-293 SNCA reporter cells; HEK-293-SNCA-luc viability, GF-AFC fluorescence, 24 h; Potency, µM (titrated, usually from 57.1 µM), for inactives: top-dose activity change, negative = cytotoxicity, actives largely listed as cytotoxic; 150,000 tested, 0.12% active; AID 1671193;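 also: potency is read from the fitted curve at half-maximal effect; 0% = DMSO-treated cells and -100% = medium-only wells without cells; nearly all actives have a fitted effect of over 30% in size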
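HEK-293-SNCA-luc cells (1500/well) plated 24 h, then exposed 24 h to a dilution series; GF-AFC added 30 min at 37C, fluorescence 405/540 nm; normalised to medium-only and DMSO wells, Hill fit.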
GPT2 inhibitor = GPT2 alanine aminotransferase inhibition. Recombinant GPT2, coupled pyruvate oxidase/HRP Amplex Red fluorescence. Potency, µM (doses to about 57.7 µM), for inactives: top-dose activity change, negative = inhibition, hits mostly inhibitors. Q8TD30. AID 1671188. 100,000 tested, 0.25% active; also: potency is read from the fitted curve at half-maximal effect; nearly all actives have a fitted effect of over 60% in size; many of its hits are not listed in these tables
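Fluorescence read-out: pyruvate from GPT2 turnover coupled to pyruvate oxidase, HRP and Amplex Red (0.2mM ThPP, 0.2U/mL PO and HRP, 50uM Amplex final). Substrates 250uM a-KG, 2mM L-alanine; enzyme 10ng/uL; 30 min RT.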
HEK293 tox = HEK 293 cell cytotoxicity; HEK 293 viability, ATP luminescence (CellTiter-Glo), 48-72 h; Potency, µM (doses to about 115 µM), for inactives: top-dose activity change, negative = cytotoxicity, actives largely listed as inhibitors; 94,000 tested, 6.6% active; AID 1345083; also: potency is read from the fitted curve at half-maximal effect; nearly all actives have a fitted effect of over 60% in size
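qHTS cytotoxicity; HEK 293, 250 cells/well; compound pinned; 48 or 72 hr, 37 degree Celsius, 5% CO2, 95% humidity; CellTiter-Glo, 10 min RT; luminescence (ATP).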
SNCA expr inh = reduces expression of the alpha-synuclein gene; HEK-293 SNCA-luciferase knock-in, luminescence, 24 h; Potency, µM (doses to about 57.2 µM), for the others: at the top dose activity change, negative = inhibition, most hits filed as inhibitors; 140,000 tested, 0.17% active; AID 1671194;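 also: potency is read from the fitted curve at half-maximal effect; plate controls were DMSO cells for no effect and cell-free wells for full effect; nearly all actives have a fitted effect of over 45% in size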
NIH3T3 tox = NIH 3T3 cell cytotoxicity | AID 1345082 | 94,000 tested, 4.3% active | NIH 3T3 viability, CellTiter-Glo ATP luminescence, 48-72 h | Potency, µM (series often up to 96.7 µM), inactives show at the highest dose activity change, negative = cytotoxicity, usual class: inhibitors; also: potency is read from the fitted curve at half-maximal effect; nearly all actives have a fitted effect of over 55% in size
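ATP-dependent luminescence (CellTiter-Glo) served as the viability signal for NIH 3T3 cells treated with compound for 48 or 72 hr at 37 °C.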
IP6K1 inh = inhibitors of human IP6K1 | IP6K1 kinase, ADP-Glo luminescence, 2 h; hits give low values | activity change, % (series mostly up to about 58 µM) | 140,000 tested, 0.81% active | AID 1645851; in the data active = activity change below about -25%
Target sequence (Q92551 whole entry, looked up): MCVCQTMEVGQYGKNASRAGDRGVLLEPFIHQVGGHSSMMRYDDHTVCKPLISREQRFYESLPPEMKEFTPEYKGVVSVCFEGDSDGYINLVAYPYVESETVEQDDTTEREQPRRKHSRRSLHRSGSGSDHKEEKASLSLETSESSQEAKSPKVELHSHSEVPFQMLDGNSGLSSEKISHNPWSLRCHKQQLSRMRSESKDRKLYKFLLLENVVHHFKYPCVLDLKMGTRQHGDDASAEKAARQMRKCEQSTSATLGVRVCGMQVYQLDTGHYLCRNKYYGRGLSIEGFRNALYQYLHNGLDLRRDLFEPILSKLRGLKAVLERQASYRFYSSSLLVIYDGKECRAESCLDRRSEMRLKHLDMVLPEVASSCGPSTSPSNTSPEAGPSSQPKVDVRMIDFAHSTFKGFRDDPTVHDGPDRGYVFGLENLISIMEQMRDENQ
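ADP-Glo luminescence measures ADP made by human IP6K1 during a 2 h RT reaction with ATP/IP6 (mix at 1.3 mM/130 uM); top library doses 57.5 and 19.1 uM final.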
FLuc inh = Photinus pyralis luciferase inhibition | 76,000 tested, 2.5% active | Potency, µM (doses to about 115 µM), for the others: at the highest dose activity change, negative = inhibition, most hits filed as inhibitors | purified P. pyralis luciferase, luminescence, biochemical | P08659; also: potency is read from the fitted curve at half-maximal effect; nearly all actives have a fitted effect of over 65% in size
Target sequence (P08659 whole entry, looked up): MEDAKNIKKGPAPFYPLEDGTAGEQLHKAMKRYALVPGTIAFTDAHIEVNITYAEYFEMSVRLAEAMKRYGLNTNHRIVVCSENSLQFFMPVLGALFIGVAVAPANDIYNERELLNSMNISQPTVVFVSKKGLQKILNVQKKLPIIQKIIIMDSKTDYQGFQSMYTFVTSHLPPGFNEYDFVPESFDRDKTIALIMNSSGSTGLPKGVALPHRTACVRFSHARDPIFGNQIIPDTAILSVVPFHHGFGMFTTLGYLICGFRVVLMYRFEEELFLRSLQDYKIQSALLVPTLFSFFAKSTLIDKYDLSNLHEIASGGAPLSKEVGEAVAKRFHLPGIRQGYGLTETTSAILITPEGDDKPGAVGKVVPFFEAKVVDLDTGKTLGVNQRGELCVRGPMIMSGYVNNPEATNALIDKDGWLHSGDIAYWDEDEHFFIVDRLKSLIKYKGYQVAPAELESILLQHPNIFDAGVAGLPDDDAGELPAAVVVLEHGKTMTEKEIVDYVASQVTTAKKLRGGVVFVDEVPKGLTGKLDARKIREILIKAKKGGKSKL
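Purified 10nM P. pyralis luciferase with 10uM D-luciferin and 10uM ATP in 50mM Tris acetate pH 7.5, 10mM Mg acetate, 0.01% Tween-20, 0.05% BSA. qHTS titration; luminescence read by CCD imager.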
Starred values were filed as active, the others as inactive; i = inactive; ? = inconclusive; · = no result given; & = joins results of further samples; [ ] = remark or other dose. Unless noted, calls follow the shape of the dose curve; as a rule, active = well fitted curve in the direction sought with a large enough effect; inconclusive = small, poorly fitted or top-dose-only effect, or another doubt; inactive = no such curve, though single readings can be large; an effect the other way counts as inactive or inconclusive. Unless noted, % is scaled to controls: 0 for no effect and ±100 for the full control effect.

Values in the order – HEK293 viab | GPT2 inhibitor | HEK293 tox | SNCA expr inh | NIH3T3 tox | IP6K1 inh | FLuc inh
> Cc1ccc2nc3c(c(Nc4ccc(C)c(C)c4)c2c1)CCC3
    ? | · | · | ? | · | 7 | ·
> CC(C)CCN1CCOc2cc(C(=O)NCc3ccccc3)ccc2C1
    -10%[87.6 µM] | -1%[88.5 µM] | ? | -18%[87.6 µM] | ? | -1 | -1%[172 µM]
> COc1ccc(-c2noc(CC3CCN(C(=O)Cc4ccsc4)CC3)n2)cc1
    -15% | i | 45µM* | -28% | ? | 1 | -6%
> Cc1ccc(NC(=O)Cn2c(=O)n(Cc3nc(C)no3)c(=O)c3ccccc32)c(Cl)c1
    -6% | · | · | -4% | · | 6 | ·
> CN1CCC(OC2CCN(C(=O)COc3ccc(Cl)cc3)CC2)CC1
    7% | 2% | -24% | 14% | ? | -13 | 6%
> Cn1ccc(NC(=O)c2ccc3c(c2)NC(C)(COc2ccccc2)CO3)n1 (centres undefined)
    -3%[87.6 µM] | -22%[88.5 µM] | 100µM* | -16%[87.6 µM] | ? | 0 | ?
> O=C(Cn1cc(S(=O)(=O)c2ccccc2)c(=O)c2cc(Cl)ccc21)Nc1ccc2c(c1)OCO2
    -10% | · | · | -22% | · | 21 | ·
> Cc1ccc(S(=O)(=O)N2CCCC(CCC(=O)NCCCc3ccccc3)C2)cc1 (centres undefined)
    10% | -5% | ? | -2% | ? | -2 | 3%
> COc1ccc(-c2nc(CN3CC[C@H]4CC[C@@H](C3)N4)c(C)o2)c(OC)c1C
    3% | i[11.5 µM] | ? | ? | ? | -1 | 7%
> CNC(=O)c1cc(C2CC2)nc2onc(C3CCN([S+](=O)([O-])c4c(C)noc4C)C3)c12 (centres undefined)
    · | · | -6% | · | -8% | -5 | ·
> CCn1cc(C(=O)N2C[C@@H](CO)[C@H](c3ccccn3)C2)cn1
    -1% | i | i | 1% | i | 21 | -3%
> CCCN(CC1CC1)C(=O)c1c(OCC2CC2)cc(=O)n2c1CCCCC2
    -22% | i | ? | 1% | ? | 19 | -2%
> Cc1nn(-c2ccccc2)c2c1C(C(C)C)N(C1CCCN(C(=O)c3ccccc3Cl)C1)C2=O (centres undefined)
    · | · | ? | · | ? | 2 | ·
> Cc1ccc(Cc2cn3cc(-c4ccc(F)cc4)nc3s2)cc1
    9% | · | · | -3% | · | 18 | ·
> CCN1C(=O)CCN(C(C)=O)CC12CCOCC2
    4% | i | 5% | 2% | i | 3 | 5%
> O=C(NCCN1CCCC1)c1cnc2c(c1)N(C(=O)Cc1cccc(C(F)(F)F)c1)CCC2
    4% | -2% | -6% | 11% | ? | 7 | -1%
> Cc1nc(SCc2ccccc2Cl)c(C#N)c(C)c1C
    -1% | · | · | 17% | · | 34 | ·
> COc1ccc(NC(=O)Cn2ccn3nc(-c4ccc(F)cc4)c(CO)c3c2=O)cc1OC
    -7% | -5% | ? | 50%[activator] | -10% | 1 | 8%
> CCc1ccc(-n2nc3ccc(NC(=O)COc4ccc(OC)cc4)cc3n2)cc1
    6% | · | · | 19% | · | -11 | ·
> Cc1ccc(S(=O)(=O)c2cn(Cc3ccccc3)c3cc(N4CCCC4)c(F)cc3c2=O)cc1
    -5% | · | · | 5% | · | 20 | ·
> Cc1cc(C)n(CC2(CNC(=O)c3cc(S(N)(=O)=O)ccc3F)CC2)n1
    -6% | 4% | -2% | 4% | -8% | 7 | 10%
> Cc1cccc(C)c1NC(=O)Cn1cc(C(=O)c2ccco2)c2ccccc21
    -8% | · | · | -20% | · | -6 | ·
> Cc1cccc(CC(=O)N2CC(c3nc(CCc4ccccc4)no3)C2)c1
    1% | i | ? | -3% | ? | 5 | -5%
> CC(C)CNc1ccc2c(n1)C(C)(C(=O)NC1COC1)CN(Cc1ccccc1)C2 (centres undefined)
    ? | -12%[88.5 µM] | ? | ? | ? | 33 | 8%[172 µM]
> COc1c(F)cc(CN2CCCC3(CCNC3)C2)cc1F (centres undefined)
    5% | -6% | ? | -12% | ? | 7 | -1%
> CC(C)c1nc(CNC(=O)c2ccc(NC3CCCCC3)nc2)no1
    -25% | i | -18% | -8% | -22% | 16 | -18%
> Cc1cccn2c(=O)c(/C=C(\C#N)c3nc4ccccc4s3)c(Oc3ccc(Br)cc3)nc12
    2% | · | · | 7% | · | -2 | ·
> O=C(O)/C=C/c1ccc(-c2ccc(O)c(C34CC5CC(CC(C5)C3)C4)c2)cc1
    ? | i | · | · | · | 20 | ·
> C[C@@H]1CN(C(=O)c2scc3c2CCCC3)C[C@@]1(O)C1CC1
    2% | i | -15% | 70%[activator] | -1% | -4 | -21%
> O=c1ccc2ccc(O)c(O)c2o1
    ? | ? | · | 2%&7% | · | · | ·

The list continues.
Values in the order – HEK293 viab | GPT2 inhibitor | HEK293 tox | SNCA expr inh | NIH3T3 tox | IP6K1 inh | FLuc inh
> CCOc1ccc(CNC(=O)C2CCN(c3nn4c(=O)cc(C)nc4s3)CC2)cc1
    5% | · | · | 18% | · | -4 | ·
> Oc1ccccc1CNC[C@H]1O[C@H](Cc2cc(CN3CCN(c4ccccc4)CC3)on2)CC[C@@H]1O
    -14% | i | -18% | -2% | -10% | 22 | -4%
> Cc1nn(-c2ccccc2)c2c1C(C(C)C)N(C1CN(C(=O)c3ccccc3Cl)C1)C2=O (centres undefined)
    · | · | -14% | · | -22% | 10 | ·
> CN(C)S(=O)(=O)c1ccc2c(c1)N(CC(=O)NCc1cccc(Br)c1)C(=O)CS2
    -7% | · | · | 2% | · | -2 | ·
> CCN1C(=O)COC[C@@H]1[C@H](O)c1ccc(NC(=O)c2ccco2)cc1
    2%[87.6 µM] | -4%[88.5 µM] | -2%[172 µM] | 7%[87.6 µM] | i | -7 | 1%[172 µM]
> Cc1[nH]ncc1C(=O)N1CCOC(Cc2ccc(F)cc2)C1 (centres undefined)
    -10% | 3% | 0% | -10% | -8% | -2 | 6%
> O=C(NC1CCCN(c2ccnc3ccnn23)C1)C1CCCC1 (centres undefined)
    -13%[87.6 µM] | i | ? | -3%[87.6 µM] | ? | 10 | ·
> COc1ccccc1C(=O)N1CCCC2(CC(c3ccccn3)=NO2)C1 (centres undefined)
    -9% | i | i | 17% | i | 9 | ·
> CC1(c2ccccc2)N(Cc2ccccc2C#N)C(=O)OC12CCN(C(=O)Cc1ccccn1)CC2 (centres undefined)
    4% | -3% | 2% | 8% | 28µM* | -13 | 12%
> CCc1nn(CC(=O)N2CCN(c3cc(C)ccc3C)CC2)c(=O)c2cc3occc3n12
    6% | · | · | -10% | · | 12 | ·
> CCOC(=O)c1[nH]c2ccccc2c1NC(=O)c1ccccc1OC
    ? | · | · | 6% | · | -5 | ·
> COc1ccccc1NC(=O)c1sc2nc3c(cc2c1N)CCCCCC3
    0% | · | · | 14% | · | 15 | ·
> CC(C)(C)CC(=O)NC1CCN(c2cnn(CC3CC3)c(=O)c2)CC1
    1% | -10% | ? | 1% | -25% | 15 | -2%
> O=C(NCc1ccncc1)C1CN(S(=O)(=O)c2ccc(F)cc2)CC12CCOCC2 (centres undefined)
    -7% | -11% | -2% | 7% | -24% | 31 | 1%
> c1ccc2c(c1)cnn2CCCNc1ncncn1
    5% | 1%[11.5 µM] | -1% | 16% | -16% | 4 | 9%
> Cc1ccc(Cn2c(C3CCN(C(=O)c4ccc(C)s4)CC3)n[nH]c2=O)cc1
    -13% | 5% | -6% | 5% | -18% | -2 | -1%
> CCc1ccccc1NC(=O)c1c(OC)cc(=O)n2c1CCCC2
    0% | i | -9% | 3% | -14% | -14 | 0%
> CCCN1CCN(C(=O)c2c(C)sc3ccn(CC(C)C)c(=O)c23)CC1
    11% | i | -1% | ? | i | 19 | -2%
> CC(C)NC(=O)c1ccc2nnc(-c3cccc([S+](C)(=O)[O-])c3)n2c1
    8% | 2% | i | 42%[activator] | -13% | 5 | ·
> CCOC(=O)N1CCC2(CC1)N=C(CCC(C)C)NC2=O
    3% | -6% | -16% | ? | -12% | 11 | 2%
> Clc1ccc2c(c1)-n1cc(-c3ccccc3)nc1CO2
    ? | · | · | 85%[activator] | · | -28* | ·
> O=C1CCN(C(=O)C2CCOCC2)CCCC(c2nc(-c3ccccc3)no2)CCN1 (centres undefined)
    7% | i | i | 0% | 3% | 19 | -2%
> COCCn1c(=O)c(C(=O)NC2CCCC2)nc2cccnc21
    3%[87.6 µM] | i | i | 6%[87.6 µM] | -15%[138 µM] | 14 | ·
> O=C(c1ccc(Cl)cc1)N1CC2(CCN(Cc3ccncc3)C2)OCc2ccccc21 (centres undefined)
    -9% | -3% | ? | -4% | -22% | -9 | ·
> O=C(NCc1ccc(F)cc1)c1ccc2nc(-c3ccccn3)oc2c1
    -3%[87.6 µM] | i | ? | 89%[activator][87.6 µM] | ? | 1 | ·
> O=C(CCC1CCCN(Cc2cc3ccccc3s2)C1)Nc1ccccc1F (centres undefined)
    -8% | -21% | ? | ? | ? | 6 | 0%
> COCC1CN(Cc2cc(Br)ccc2OC)CC12CCNCC2 (centres undefined)
    -20% | i | ? | -19% | ? | 2 | -6%

9 neighbouring compounds out of the list so far, quoted:
Values in the order – HEK293 viab | GPT2 inhibitor | HEK293 tox | SNCA expr inh | NIH3T3 tox | IP6K1 inh | FLuc inh
> COc1ccccc1C(=O)N1CCCC2(CC(c3ccccn3)=NO2)C1 (centres undefined)
    -9% | i | i | 17% | i | 9 | ·
> CC1(c2ccccc2)N(Cc2ccccc2C#N)C(=O)OC12CCN(C(=O)Cc1ccccn1)CC2 (centres undefined)
    4% | -3% | 2% | 8% | 28µM* | -13 | 12%
> CCc1nn(CC(=O)N2CCN(c3cc(C)ccc3C)CC2)c(=O)c2cc3occc3n12
    6% | · | · | -10% | · | 12 | ·
> CCOC(=O)c1[nH]c2ccccc2c1NC(=O)c1ccccc1OC
    ? | · | · | 6% | · | -5 | ·
> COc1ccccc1NC(=O)c1sc2nc3c(cc2c1N)CCCCCC3
    0% | · | · | 14% | · | 15 | ·
> CC(C)(C)CC(=O)NC1CCN(c2cnn(CC3CC3)c(=O)c2)CC1
    1% | -10% | ? | 1% | -25% | 15 | -2%
> O=C(NCc1ccncc1)C1CN(S(=O)(=O)c2ccc(F)cc2)CC12CCOCC2 (centres undefined)
    -7% | -11% | -2% | 7% | -24% | 31 | 1%
> c1ccc2c(c1)cnn2CCCNc1ncncn1
    5% | 1%[11.5 µM] | -1% | 16% | -16% | 4 | 9%
> Cc1ccc(Cn2c(C3CCN(C(=O)c4ccc(C)s4)CC3)n[nH]c2=O)cc1
    -13% | 5% | -6% | 5% | -18% | -2 | -1%
